Tb PYK inh: blocks Trypanosoma brucei pyruvate kinase; Q57TT1; TbPYK enzyme, Kinase-Glo Plus ATP luminescence, 45 min; Potency, µM (top dose mostly 76.8 µM), for inactives: top-dose activity, negative = inhibition, actives largely listed as inhibitors; 410,000 compounds, 0.12% hits; also: potency is read from the fitted curve at half-maximal effect; % is scaled to controls: 0 for no effect and ±100 for the full control effect; nearly all actives have a fitted effect of over 50% in size
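In this concentration-response screen, enzyme-free wells defined baseline while DMSO plates tracked drift. Each reaction combined TbPYK, substrate, compound and 130 uM ADP for 45 min at room temperature. Kinase-Glo Plus luminescence gave the signal.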
Pf growth 96h: inhibits malaria parasite growth, 96 h | P. falciparum luciferase reporter growth, 96 h | 320,000 compounds, 6.9% hits | Potency, µM (doses to about 28.7 µM), inactives show at the top dose activity change, negative = inhibition, most hits filed as inhibitors; also: potency is read from the fitted curve at half-maximal effect; % is scaled to controls: 0 for no effect and ±100 for the full control effect
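Delayed-death screen, second-generation endpoint: infected erythrocytes, 2% hematocrit, 0.05% parasitemia final; 96 hours at 37 C, 5% CO2; luciferase detection reagent; luminescence decrease equals reduced growth.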
CHX counter: counter-screen hit for Shiga toxin inhibitors, cycloheximide. cell reporter, cycloheximide protein synthesis inhibition counterscreen. max response, %. 300,000 compounds, 12% hits. AID 2314; in the data active = max response mostly above about 13%, no sharp cut-off; inactive = mostly below about 14%; also: read at 38.3 µM for the half of the compounds with a filed dose; 0% is about no effect
AMA1-RON2 inh: inhibitors of Plasmodium falciparum AMA1-RON2 interaction; AlphaScreen AMA1-biotinylated RON2 peptide binding; Potency, µM (titrated, usually from 58.2 µM), for the others: top-dose activity change, negative = inhibition, most hits filed as inhibitors; 360,000 compounds, 0.2% hits;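 also: potency is read from the fitted curve at half-maximal effect; 0% = vehicle wells and -100% = peptide control; nearly all actives have a fitted effect of over 45% in size; some results filed as inactive show a strong effect at the top dose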
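AMA1 (3D7) with his tag at 25 nM final met compounds first, then biotinylated RON2 peptide at 25 nM; detection used donor plus acceptor beads, 10 µg/mL apiece, read by AlphaScreen after 30 min at room temperature.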
Pf growth 48h: P. falciparum growth inhibition at 48 hours (one generation). P. falciparum luciferase growth in erythrocytes, 48 h. Potency, µM (series often up to 28.7 µM), for the others: at the top dose activity change, negative = inhibition, most hits filed as inhibitors. 310,000 compounds, 5.9% hits. AID 504832; also: potency is read from the fitted curve at half-maximal effect; % is scaled to controls: 0 for no effect and ±100 for the full control effect
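Luciferase-expressing parasites in RBCs, 2% Hct / 0.1% parasitemia final; RPMI 1640 + 0.5% Albumax; 37 C, 5% CO2, one generation; luminescence read-out, lower signal = inhibition.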
LmPK inh: LmPK (Leishmania mexicana) enzyme inhibition; Q27686; purified LmPK, Kinase-Glo ATP luminescence, 1 h; Potency, µM (series often up to 57.5 µM), for the others: at the top dose activity change, negative = inhibition, hits mostly inhibitors; 290,000 compounds, 0.37% hits; AID 1721; also: potency is read from the fitted curve at half-maximal effect; % is scaled to controls: 0 for no effect and ±100 for the full control effect
Target sequence (Q27686 whole entry, looked up): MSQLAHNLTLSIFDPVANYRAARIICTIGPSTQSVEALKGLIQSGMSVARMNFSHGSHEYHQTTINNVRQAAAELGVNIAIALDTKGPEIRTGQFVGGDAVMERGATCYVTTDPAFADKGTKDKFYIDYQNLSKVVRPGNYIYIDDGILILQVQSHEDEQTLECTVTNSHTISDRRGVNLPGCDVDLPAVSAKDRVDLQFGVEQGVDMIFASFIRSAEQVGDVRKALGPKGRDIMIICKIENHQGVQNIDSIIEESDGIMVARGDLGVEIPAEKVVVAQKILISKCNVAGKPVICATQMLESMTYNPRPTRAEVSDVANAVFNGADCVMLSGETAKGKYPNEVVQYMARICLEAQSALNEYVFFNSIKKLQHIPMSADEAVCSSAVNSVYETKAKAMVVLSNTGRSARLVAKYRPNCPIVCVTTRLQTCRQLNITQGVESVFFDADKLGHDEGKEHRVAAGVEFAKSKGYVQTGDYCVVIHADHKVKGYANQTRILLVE
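Kinase-Glo luminescence read after 1 h RT reaction of 0.1 nM LmPK with 0.5 mM PEP and 0.1 mM ADP. Activity scaled between uninhibited and enzyme-free controls.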
Shiga toxin inh: inhibitors of Shiga toxin in Vero cells. inhibition, % at 38.7 µM. Vero cells, Shiga toxin protein synthesis inhibition reporter. 290,000 compounds, 9.2% hits. AID 2315; in the data active = inhibition mostly above about 28%, no sharp cut-off; inactive = mostly below about 43%; also: 0% is about no effect
The depositor's hits bear a star; i = inactive; ? = inconclusive; . = not tested or not shown; & = joins results of further samples; [ ] = another dose, or the depositor's remark. Unless noted, calls follow the shape of the dose curve; as a rule, active = well fitted curve in the direction sought with a large enough effect; inconclusive = small, poorly fitted or top-dose-only effect, or another doubt; inactive = no such curve, though single readings can be large; an effect the other way counts as inactive or inconclusive.

SMILES	Tb PYK inh	Pf growth 96h	CHX counter	AMA1-RON2 inh	Pf growth 48h	LmPK inh	Shiga toxin inh
N#Cc1ccc(CSc2ncnc3c2cnn3Cc2ccccc2)cc1	1%	7.4µM*	-3	14%	?	3%	9
CCCCCCn1c(N(CC)CC)nc2c1c(=O)[nH]c(=O)n2C	-3%	1.9µM*	-2	0%	-30%	9%	-26
NC(=O)c1nc(-c2ccco2)nc2c1[nH]c(=O)n2-c1ccc(Cl)c(Cl)c1	-16%	22%	-3	-16%	38%[activator]	-1%	-6
CN(CCC#N)S(=O)(=O)c1ccc2c(c1)c(=O)n(C)c(=O)n2C	3%	.	-3	12%	.	6%	-6
O=C(Nc1ccc2c(c1)OCCO2)c1cccc(Br)c1	-5%	-1%	38*	-6%	217%[activator]	-13%	43*
CCn1nc(C(=O)Nc2ccc(Cl)c(S(=O)(=O)N3CCOCC3)c2)c2ccccc2c1=O	-1%	?	.	-9%	10µM*	.	.
O=C(CCCCCN1C(=O)c2ccccc2C1=O)Nc1ccccc1F	-10%	28%	4	7%	7%	-6%	19
CC(C)c1ccc(-c2nn(-c3ccccc3)cc2C(=O)NCC2CCCO2)cc1 (centres undefined)	3%	?	.	1%	?	.	.
CC(=O)c1cccc(NC2c3ncccc3C(=O)N2Cc2ccco2)c1 (centres undefined)	-11%	-32%	9	-2%	?	-2%	-12
Clc1ccc(CN2CCNCC2)cc1	-1%	0%	3	15%	0%	11%	7
Cc1cc(C)c(S(=O)(=O)NCC2CCC(C(=O)NCc3ccccn3)CC2)c(C)c1 (centres undefined)	5%	5%	-3	4%	?	0%	-11
CCOC(=O)c1ccc(NC(=O)NCc2ccn(CC)n2)cc1	12%	-5%	3	0%	-5%	6%	19
CC1CCN(c2ccccc2NC(=O)c2ccc(F)cc2)CC1	.	?	11	-5%	.	9%	-12
Cc1nc(NC(N)=S)sc1C(=O)Nc1ccccc1	-5%	?	1	62%[activator]	44%[activator]	-2%	-2
O=C(N/N=C\c1cccc([N+](=O)[O-])c1O)C1COc2ccccc2O1 (centres undefined)	-2%	-11%	-4	-7%	-6%	-7%	-7
CNc1nc(-c2ccc(OC)cc2)c(-c2ccc(OC)cc2)s1	-1%	-10%	5	-9%	-144%	1%	-4
Cc1cc(C)nc(SCc2cc(=O)c(OC(=O)c3ccc(S(=O)(=O)N(C)C)cc3)co2)n1	1%	?	-1	9%	-15%	-11%	-1
CC1CC(=O)c2cn3c(nc2C1)nc1ccccc13 (centres undefined)	0%	?	8	0%	.	5%	-13
Fc1ccc(-c2nc3ccccc3c3nc4ccccc4n23)cc1	5%	?	6	-9%	-3%	4%	-12
CCCCn1c(SCC(=O)Nc2nnc(C)s2)nnc1-c1ccncc1	1%	?	2	5%	38%[1.15 µM]	-6%	-5
Cc1cc(C(=O)OCC(=O)Nc2c(F)cccc2F)c(C)n1C1CC1	4%	8%	.	12%	9%	.	.
COc1ccc(N2C(=O)[C@H]3CCC=C[C@H]3[C@@H]2c2ccccc2Br)cc1	-4%	.	1	-9%	.	.	i
Cc1c(/C=N/NC(=O)c2cccnc2)c2ccccc2n1Cc1ccccc1	-5%	-25%	18	-13%	?	4%[11.5 µM]	17
NS(=O)(=O)CCCc1ccccc1	1%	-2%	-3	0%	7%	5%	-5

Full records, looked up by structure. Order of screens: Tb PYK inh	Pf growth 96h	CHX counter	AMA1-RON2 inh	Pf growth 48h	LmPK inh	Shiga toxin inh
NS(=O)(=O)CCCc1ccccc1 is listed with 1%	-2%	-3	0%	7%	5%	-5
CC1CC(=O)c2cn3c(nc2C1)nc1ccccc13 (centres undefined) is listed with 0%	?	8	0%	.	5%	-13
CNc1nc(-c2ccc(OC)cc2)c(-c2ccc(OC)cc2)s1 is listed with -1%	-10%	5	-9%	-144%	1%	-4

The list goes on.
SMILES	Tb PYK inh	Pf growth 96h	CHX counter	AMA1-RON2 inh	Pf growth 48h	LmPK inh	Shiga toxin inh
C1CCC2(CC1)C1=C(CCCC1)Nc1nnnn12	.	-10%	-6	5%	1%	0%	-14
CC(=NCCCN(C)C)C1=C(O)c2ccccc2C1=O	1%	0%	31	-1%	30%	6%	84
COc1ccc(-c2nnc3sc(-c4ccccc4OC)nn23)cc1	0%	-9%	1	-3%	-11%	2%	87*
Cc1cc2nc(-c3cccnc3SCC(=O)NC3CC3)[nH]c2cc1C	.	88%[activator]	23*	.	157%[activator]	14µM*	52*
CC(C)(C)SCCNS(=O)(=O)c1ccc(C#N)cc1	9%	-6%	2	-13%	6%	-3%	8
CCCCNC(=S)N(Cc1c(C)noc1C)c1ccccc1	-9%	-76%	9	-5%[11.6 µM]	?	-4%	8
COCCNC(=O)NC(=O)COC(=O)c1ccc2[nH]c3c(c2c1)CCCC3	-11%	?	14	10%	4%	0%	16
CC1CCCN(C(=O)CSCC(=O)Nc2nc(-c3cccs3)cs2)C1 (centres undefined)	2%	?	14	-16%	.	0%	41
O=C(NCc1ccc(F)cc1)C1CCCN(S(=O)(=O)c2cccc3nsnc23)C1 (centres undefined)	-3%	-32%	5	0%	.	9%	-7
COc1ccc(CN2C(=O)C(O)(CC(=O)c3c(C)n[nH]c3C)c3ccccc32)cc1OC (centres undefined)	-2%	13%[5.75 µM]	11	26%	?	-8%	-9
COc1ccc(OC)c(Nc2ncnc3sccc23)c1	-5%	29%	15*	7%	-20%	-1%	19
Cc1cc(C(=O)Nc2c(C)cccc2C)n(-c2ccccc2)n1	2%&-7%	?	-5	-10%	.	4%	-18
COC(=O)COC(=O)c1ccc(Oc2nc(OC)nc(N(C)C)n2)cc1	.	-11%	-1	10%	.	0%	43
CCN(CC)C(=O)c1sc2[nH]c(=S)n(-c3ccccc3)c(=O)c2c1C	0%	?	5	32%[activator]	3%	?	-8
Cc1cc(C)cc(N(C(=O)c2ccccn2)C(C(=O)NC2CCCCC2)c2ccncc2)c1 (centres undefined)	-1%	10%	-8	7%	2%	0%	-5
Cc1ccc(NC(=O)NN2CCN(C)CC2)cc1C	5%	-25%	10	0%	2%	9%	-8
CCOc1ccc(C(CC(=O)O)NC(=O)COc2ccc3ccccc3c2)cc1OC (centres undefined)	2%	69%[activator]	-7	9%	-6%	6%	-7
O=C(Nc1cccnc1)c1cc(-c2ccc(Cl)c(Cl)c2)on1	-2%	?	21*	5%	78%[activator]	2%	47*
C#CCOCCOCCOCCNc1nc(N2CCN(C(=O)[C@H](CCCCN)n3cc(C(N)[C@H](C)CC)nn3)CC2)nc(N2CCN(C(=O)[C@H](CCC(=O)O)n3cc(C(N)[C@H](C)CC)nn3)CC2)n1 (some centres undefined)	-8%	7%	-1	73%[activator]	?	1%	1
COc1ccc2c(C)c(Cc3ccccc3)c(=O)oc2c1OC	5%	9%	1	8%	12µM*	3%	14
COc1ccc(-c2nc(C#N)c(NCC3CCCO3)o2)cc1 (centres undefined)	6%	.	25*	-6%	-10%	3%	73*
CNC(=O)N1CCC(C(=O)c2c(C)c(C)c(C)c(C)c2C)CC1	-4%	?	-1	-10%	?	2%	8
C=CCCOc1ccccc1C(N)=O	1%	?	-1	1%	96%[activator]	2%	-3
Cc1cccc(NC2=NC(=S)N(CC#N)C23CCCCC3)c1	5%	-39%	-3	1%	?	-1%	-10
CCCCCCCCCCCC(=O)OCC(O)C1OCC(O)C1O (centres undefined)	2%	-6%	.	.	-10%	.	.
COc1ccc2nc(SCC(=O)NC3(C#N)CCCCC3)[nH]c2c1	7%	-20%	.	0%	-4%	.	.
COC(=O)c1ccc([C@H]2C=C(C(=O)O)O[C@@H](OCc3ccc(CO)cc3)C2)cc1	-3%	56%[activator]	-3	11%	43%[activator]	-2%	-5
COc1cc(C(=O)Nc2ccc3c(c2)N(C(=O)CCN(C)C)c2ccccc2CC3)cc(OC)c1OC	4%	9.3µM*	-4	-8%	10µM*	-6%	-6
O=C(NCCc1ccccc1)C1CCCN(C(=O)NC2CCCCC2)C1 (centres undefined)	1%	?	-2	32%	-7%	-1%	-16
O=C(Cn1c(=O)oc2ccccc21)N1CCCCC1	-3%	31%[activator]	-2	-13%	?	-5%	-6
COCCCn1c2nc3ccccc3nc2c2c(=O)n(Cc3ccccc3Cl)cnc21	.	5%	-10	.	11%	0%	-11
COc1ccc(N2CC(C(=O)N[C@H](C(=O)NC(C)c3ccccc3)C(C)C)CC2=O)cc1 (some centres undefined)	3%	4%	-2	4%	7%	10%	24
CCO[C@@H]1OC(C(=O)NCc2ccccc2)=C[C@H](c2ccccc2)[C@H]1CCCO	-6%	?	6	14%	?	3%	11
Cc1cccc(NC(=O)Cn2c(=O)oc3ccccc32)c1	1%	342%[activator]	-1	8%	0%	7%	-30
O=C(NC1CC(=O)c2sccc21)c1ccc(Cl)cc1Cl (centres undefined)	-5%	86%[activator]	32*	-3%	120%[activator]	-7%	33
Cc1ccccc1NS(=O)(=O)c1cc(OCC(N)=O)c(C)cc1Cl	0%	10µM*	-1	8%	55%[activator]	1%	-6
COc1ccc(Cl)cc1NC(=O)CC(=O)Nc1cc(Cl)ccc1OC	7%	8%	7	1%	?	5%	8
O=C(COC(=O)C1CCCCC1)Nc1ccc([N+](=O)[O-])cc1	1%	14%	25*	-9%	26%	0%	31
O=C(COC(=O)c1ccccc1)NCc1ccco1	-11%	55%[activator]	1	-1%	.	10%	-9
Cc1onc(-c2ccccc2Cl)c1C(=O)N1CC(C)OC(C)C1 (centres undefined)	1%	-20%	6	5%	-3%	0%	-9
COc1ccccc1C(=O)NCC(C)(C)CN=C1NS(=O)(=O)c2ccccc21	-2%	49%[activator]	-4	8%	-19%	-9%	2
CCCn1c(SCc2ccc(C(=O)OC)o2)nc2ccccc2c1=O	-2%	-20%	1	-23%	?	1%	-8
COc1cc(C(=O)NCc2ccc3c(c2)cc(C)n3C)cc(OC)c1OC	10%	-37%	-6	-9%	-2%	4%[11.5 µM]	-2
O=C(COC(=O)c1cnccn1)c1ccccc1	5%	?	-6	4%	.	-1%	-20
COc1ccc(S(=O)(=O)N[C@@H](CC(C)C)C(=O)O)cc1	-9%	54%[activator]	-1	-9%	6%	3%	-15
CC(=O)Nc1ccc(S(=O)(=O)NNC(=O)COc2ccc(C(C)(C)C)cc2)cc1	-4%	?	-3	16%	-27%	4%	4
O=C(Nc1nc(-c2ccc3c(c2)OCO3)cs1)C1COc2ccccc2O1 (centres undefined)	1%	15%	16*	-12%	20%	1%	-21
CC(CC(=O)O)C(=O)c1ccc(Cl)c([N+](=O)[O-])c1 (centres undefined)	4%	1%	-1	-3%	-9%	-1%	-10
Cc1cc(C)c(-c2csc(NC(=O)CCCc3nc4ccccc4c(=O)[nH]3)n2)c(C)c1	1%	0.33µM*	.	-4%	0.13µM*	.	.
O=C(Cn1c(=O)oc2ccccc21)N1CCN(c2ccccc2)CC1	2%	13µM*	-1	-11%	13%	0%	-4

High-throughput results (PubChem)

The order is random; 21% or so of the library scored in one or more.
